GLD-1 RNA inh: GLD-1-TGE RNA interaction inhibition (C. elegans) | purified GLD-1 + fluorescein TGE RNA, fluorescence polarization | inhibition, % at 5.96 µM | 320,000 compounds, 0.44% hits | AID 2280;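 active = percent inhibition above a per-plate cutoff, the plate mean of test compounds plus 3 SD, cut at about 30% in these data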;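 note: 0% = DMSO wells with GLD-1 and probe and 100% = wells lacking GLD-1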
Target sequence (Q17339 whole entry, looked up): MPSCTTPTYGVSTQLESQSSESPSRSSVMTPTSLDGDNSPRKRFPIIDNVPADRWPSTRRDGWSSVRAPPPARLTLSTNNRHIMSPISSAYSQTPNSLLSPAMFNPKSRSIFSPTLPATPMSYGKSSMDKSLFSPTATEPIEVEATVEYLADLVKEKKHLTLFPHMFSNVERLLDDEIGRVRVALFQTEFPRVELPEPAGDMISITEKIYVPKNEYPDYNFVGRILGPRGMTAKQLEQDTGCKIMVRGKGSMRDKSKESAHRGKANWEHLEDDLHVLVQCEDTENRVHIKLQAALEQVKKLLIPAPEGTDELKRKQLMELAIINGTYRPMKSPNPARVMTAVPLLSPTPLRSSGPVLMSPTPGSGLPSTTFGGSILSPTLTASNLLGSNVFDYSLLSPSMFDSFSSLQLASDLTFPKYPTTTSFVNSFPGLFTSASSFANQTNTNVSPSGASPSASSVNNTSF
CR mimetic SO: caloric restriction mimetics inhibiting age-related superoxide in yeast; S. cerevisiae aged cells, superoxide DHE fluorescence; hits give low values; superoxide response (% of plate mean), % at 10 µM; 330,000 compounds, 0.18% hits;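 active = superoxide response under a set limit, about three screen SD below normal, cut at about 65% in these data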;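 note: yeast aged for seven days with compound at 30 °C before DHE staining; 100% = average MFI of all compound-treated wells on the plate with controls excluded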
Efflux pump mplx: blocks antifungal efflux pumps in multiplex yeast assay. S. cerevisiae Candida pump triplex, Nile Red efflux. inhibition, % at 10 µM. 330,000 compounds, 0.44% hits. AID 485275;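 active = plate passing quality check with inhibition over a set limit, or well fluorescence over plate mean plus 4 SD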;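 note: Nile Red retained in pooled yeast measured as flow cytometry median fluorescence; 0% = buffer negative control and 100% = Enniatin B positive control; higher means more Nile Red kept so more efflux inhibition; some compounds called inactive have numbers as strong as hits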
* hit, by the source's call.

Compound,Efflux pump mplx,GLD-1 RNA inh,CR mimetic SO
COC(=O)C1=C(C)N(Cc2ccccc2)C(=NCc2ccc(OC)cc2)N[C@H]1c1ccccc1,-0.4,-7,89
CSc1ncccc1C(=O)OC(C)C(=O)Nc1cccc(S(=O)(=O)N2CCOCC2)c1 (stereo not drawn),0.4,-1,89
COc1cc(-c2nc3ccc(C)cn3c2NCc2ccccc2)ccc1-c1cccc(Cl)c1,-0.4,5,96
COc1ccc(NC(C)C(=O)Nc2cccc(S(=O)(=O)N3CCOCC3)c2)cc1OC (stereo not drawn),0.0,2,104
CCC1(CC)NC(=O)N(CC(=O)Nc2ccc(OCc3ccccc3)cc2)C1=O,-0.3,0,105
Cc1nn(-c2ccccc2)nc1C(=O)OCC(=O)N1CCCCC1C (stereo not drawn),0.2,2,135
Cc1ccc(S(=O)(=O)c2nc(-c3cccs3)oc2N2CCC(C(N)=O)CC2)cc1,-0.3,0,83
O=C(CSc1nncs1)NNC(=O)c1ccccc1Br,-0.2,-2,95
N#CN1CCC(NS(=O)(=O)c2ccc(C(F)(F)F)cc2)CC1,-0.1,0,87
CC(C)[C@H](NC(=O)c1ccccc1)C(=O)NC1=NCCS1,-0.1,0,88
CN(Cc1ccc2c(c1)OCCO2)C(=O)CSc1ncnc2sccc12,0.1,-3,108
COc1cc(/C=C(\CCC(=O)O)c2nc3ccccc3s2)ccc1OCC(=O)Nc1c(Cl)cccc1Cl,-0.2,9,112

Compound,Efflux pump mplx,GLD-1 RNA inh,CR mimetic SO
Cc1cc(NC(=O)CSc2nnc(C(F)(F)F)n2C)no1,-0.1,1,101
O=C(CN1C(=O)NC2(CCOc3ccccc32)C1=O)NCCc1ccccc1 (stereo not drawn),-0.2,1,111
Cc1cc(NC(=O)COC(=O)Cn2[nH]c(=O)c3ccccc3c2=O)c([N+](=O)[O-])cc1C,0.0,0,111
Cc1c(CCOC(=O)c2ccc(Cl)cc2Cl)sc[n+]1CC(=O)c1ccccc1,0.0,4,96
COc1ccc(CCNC(=O)COC(=O)CCC(=O)c2cccs2)cc1OC,0.1,-5,122
COC(=O)C1CCN(C(=O)CN2C(=O)NC(CC(C)C)C2=O)CC1 (stereo not drawn),0.1,3,87
CCOC(=O)N1CCN(C(=O)COC(=O)c2cc(C)ccc2C)CC1,0.2,-1,86
CN1CCCN(C(=O)CNC(=O)c2ccc(Cl)cc2Cl)CC1,0.2,4,89
COc1cc2cnc(C3=CCCCC3)cc2cc1OC,0.0,6,113
CSc1ccccc1NC(=O)COC(=O)c1ccc(-n2nc(C)cc2C)cc1,0.1,6,89
O=C(NCC(O)c1ccc([N+](=O)[O-])cc1)C1=COCCO1 (stereo not drawn),0.0,0,104
O=C(COC(=O)c1ccc(Cl)nc1)NCCc1ccccc1,-0.2,-1,99

Filtered by structure: those above with fluorine
Compound,Efflux pump mplx,GLD-1 RNA inh,CR mimetic SO
N#CN1CCC(NS(=O)(=O)c2ccc(C(F)(F)F)cc2)CC1,-0.1,0,87
Cc1cc(NC(=O)CSc2nnc(C(F)(F)F)n2C)no1,-0.1,1,101

Following part.
Compound,Efflux pump mplx,GLD-1 RNA inh,CR mimetic SO
CC(=O)c1c(C)[nH]c(C(=O)COC(=O)c2c(-c3ccccc3)noc2C)c1C,-0.1,5,103
Cc1ccccc1OCC(=O)OCC(=O)NCC1CCCCC1,0.3,4,94
O=C(CNc1cccc([N+](=O)[O-])c1)NC(=O)NC1CCCCC1,1.0,5,111
C[C@@H]1CN([C@H](C)CO)C(=O)c2cc(NC(=O)Cc3ccccc3)ccc2O[C@H]1CN(C)Cc1ccc(Oc2ccccc2)cc1,0.4,8,84
CC(Sc1ncnc2sccc12)C(=O)Nc1ccc(S(N)(=O)=O)cc1 (stereo not drawn),-0.3,-2,97
NS(=O)(=O)c1cccc(NC(=O)COC(=O)c2cc([N+](=O)[O-])ccc2N2CCCC2)c1,0.4,2,92
CCOC(=O)C1=C(C)NC(C)=C(C(=O)OCC)C1C(=O)OCC(=O)NC1CCCCC1,0.1,3,93
O=C(COC(=O)c1cc(=O)[nH]c2ccccc12)NCc1ccccc1,-0.1,-5,105
CC(C)(C)[C@@H]1COC(=O)[C@@H](NC(=O)OCC2c3ccccc3-c3ccccc32)C/C=C\C[C@@H](CC(=O)NCCO)C(=O)N1,0.1,2,93
CCOC(=O)C1=C(COC(=O)c2ccc([N+](=O)[O-])s2)NC(=O)NC1C (stereo not drawn),0.2,6,127
COc1cc2ccccc2cc1C(=O)NC1CCCC1,0.1,1,87
COc1ccc(NC(=O)c2ccc(NC(=O)CN3CCN(c4ccccc4)CC3)cc2)cc1,0.2,6,101

Compound,Efflux pump mplx,GLD-1 RNA inh,CR mimetic SO
C[C@H](CO)N1C[C@H](C)[C@@H](CN(C)Cc2ccccc2)Oc2c(NC(=O)C3CC3)cccc2C1=O,0.0,1,87
N#Cc1ccc(OCC(=O)N2CCc3ccccc32)cc1,0.0,-3,101
Cc1ccc(NC(=O)C=NOCC(=O)Nc2cc(C)cc(C)c2)cc1,-0.2,1,91
COc1cc(C(=O)NN2C(=O)NC3(CCC(C)CC3)C2=O)ccc1OC(F)F (stereo not drawn),-0.2,0,81
Cc1cc(=O)oc2cc(OCC(=O)OC(C)C(=O)Nc3ccc(S(N)(=O)=O)cc3)ccc12 (stereo not drawn),0.4,-2,104
NS(=O)(=O)c1ccc(NC(=O)CSc2nc3ccccc3c(=O)n2Cc2ccncc2)cc1,0.3,2,100
O=C1CCN(Cc2ccccc2)C=C1c1ccc(Br)cc1,-0.3,2,94
CCN(C[C@H]1N[C@@](CC)(C(=O)OC)[C@H]2C(=O)N(Cc3ccccc3)C(=O)[C@@H]12)S(=O)(=O)c1ccc(OC)cc1,0.3,1,97
C=CC[C@H](CC(=O)N(CCO)Cc1ccccc1)C(=O)N[C@@H](C)COC(=O)[C@@H](CC=C)Cc1ccc(F)cc1,0.1,-3,92
Cc1ccc(S(=O)(=O)NCCC(=O)NCCc2ccc(S(N)(=O)=O)cc2)cc1C,0.1,7,87
O=C(OCc1nnc(-c2ccccc2Br)o1)c1ccco1,0.2,0,89
COc1ccc(/C=C/C(=O)OCC(=O)NC2CCCC2)cc1OC,0.1,-1,107

Of the compounds above, these contain a CF3 group:
Compound,Efflux pump mplx,GLD-1 RNA inh,CR mimetic SO
N#CN1CCC(NS(=O)(=O)c2ccc(C(F)(F)F)cc2)CC1,-0.1,0,87
Cc1cc(NC(=O)CSc2nnc(C(F)(F)F)n2C)no1,-0.1,1,101

(listing goes on)
Compound,Efflux pump mplx,GLD-1 RNA inh,CR mimetic SO
Cc1cc(C(=O)Nc2cccc3c2O[C@H](CN(C)CC2CC2)[C@@H](C)CN([C@H](C)CO)C3=O)n(C)n1,-0.1,-6,97
CCOc1ccc(C=NNc2ccc(S(=O)(=O)Nc3ccccc3C(=O)O)cc2[N+](=O)[O-])cc1OC,-0.1,3,85
O=C(COC(=O)COc1ccccc1)Nc1cccnc1Cl,0.2,1,112
C=CCC[C@@H](Cc1ccc(F)cc1)C(=O)OC[C@@H](NC(=O)[C@H](CC=C)CC(=O)NCCO)C(C)(C)C,-0.3,3,78
O=C(CSc1nnc(-c2ccco2)n1-c1ccccc1)Nc1c(Cl)cc(Cl)cc1C(=O)O,0.1,7,76
C[C@H](CO)N1C[C@H](C)[C@@H](CN(C)C(=O)Nc2ccc(C(F)(F)F)cc2)Oc2ccc(NC(=O)Nc3ccc4c(c3)OCO4)cc2C1=O,0.6,6,86
O=C(NN1C(=O)NC2(CCCCC2)C1=O)c1cccs1,-0.3,4,88
CCOC(=O)c1ccc(S(=O)(=O)Nc2cc(S(=O)(=O)Nc3ccc(OC)cc3)ccc2O)cc1,0.0,0,80
CC(C)N(Cc1ccccc1)C(=O)COC(=O)c1cc(S(=O)(=O)N(C)C)ccc1N1CCCC1,0.1,5,69
CC(C)(O)c1cc2ccccc2c(=O)o1,0.2,4,91
CN1CCN(C(=O)CCN2C(=O)/C(=C\c3ccc(F)cc3)SC2=S)CC1,-0.3,-13,95
COc1cc(OC)cc(C(=O)N[C@H](C(=O)Nc2c(C)n(C)n(-c3ccccc3)c2=O)C(C)C)c1,0.3,5,118

Compound,Efflux pump mplx,GLD-1 RNA inh,CR mimetic SO
COc1ccc(NC(=O)COC(=O)CCC2CCCCC2)cc1,0.1,6,116
CCN(C[C@H]1N[C@@](C)(C(=O)OC)[C@H]2C(=O)N(Cc3ccccc3)C(=O)[C@@H]12)S(=O)(=O)c1ccc(C(C)(C)C)cc1,0.2,6,106
CC1O[C@@H](OC2C(O)C(C)O[C@H](OC(=O)[C@]34CCC(C)(C)C[C@H]3C3=CCC5[C@@]6(C)CC(O)C(O[C@@H]7OC(CO)C(O)[C@@H](O)[C@@H]7O)[C@@](C)(C(=O)O)C6CC[C@@]5(C)[C@]3(CO)CC4)C2O[C@H]2OC(C)[C@@H](O[C@@H]3OCC(O[C@@H]4OC(CO)C(O)[C@H](O)C4O)[C@@H](O)[C@@H]3O)[C@H](O)C2O)C(O)C(O)C1O (stereo partly drawn),-0.3,-5,109
NC(=O)C1CCN(c2nc(-c3ccc4occc(=O)c4c3)cs2)CC1,-0.1,7,100
CC(=O)c1ccccc1NC(=O)c1ccc(OCc2c(C)noc2C)cc1,-0.2,7,114
COc1ccc(Cl)cc1NC(=O)COC(=O)C1=NNC(=O)CC1,0.4,-3,105
CCN(C[C@H]1N[C@@](C)(C(=O)OC)[C@H]2C(=O)N(Cc3ccccc3)C(=O)[C@@H]12)C(=O)COC,-0.2,0,102
Cc1ccc(S(=O)(=O)N2CCCCC2)cc1NC(=O)COc1ccccc1,0.2,2,103
COc1cc(C(=O)COC(=O)c2ccco2)cc(OC)c1OC,-0.1,7,118
CCOc1ccc2oc(C(=O)Nc3nccs3)c(C)c2c1,-0.1,-4,80
CC[C@@]1(C(=O)OC)N[C@H](CN(C)C(=O)c2ccc(F)cc2)[C@@H]2C(=O)N(Cc3ccccc3)C(=O)[C@@H]21,-0.3,-2,101
Cc1cc(C(=O)OCC(=O)Nc2c(Cl)cccc2Cl)c(C)o1,-0.1,0,116

Compound,Efflux pump mplx,GLD-1 RNA inh,CR mimetic SO
CCOc1cc(N2CCOCC2)c(OCC)cc1NC(=O)c1cnccn1,0.1,8,95
CN(C)CCCNC(=O)CC1C[C@H](C(=O)N2CCCCC2)[C@@]2(CCc3ccccc3)c3[nH]c4ccccc4c3CCN2C1=O (stereo partly drawn),-0.1,2,95
CSc1ccccc1NC(=O)COC(=O)CCC(=O)c1ccc(F)cc1,0.1,-2,117
O=C(OCC(=O)N1N=C(c2ccc(Cl)cc2)CC1c1ccco1)c1cccnc1 (stereo not drawn),0.5,19,86
Nc1c(N(Cc2ccccc2)C(=O)COc2ccc(F)cc2Cl)c(=O)[nH]c(=O)n1Cc1ccccc1,0.4,7,97
CC1CCN(C(=O)COC(=O)/C=C/c2ccco2)CC1,0.3,2,99
Cc1noc(C)c1S(=O)(=O)N(C)C[C@H]1Oc2ccc(NC(=O)CCC(F)(F)F)cc2C(=O)N([C@H](C)CO)C[C@@H]1C,0.0,2,93
CCN(c1ccccc1)S(=O)(=O)c1cc(NC(=O)CN2CCN(C)CC2)ccc1Cl,0.3,-6,111
CCN(CC)C(=O)[C@H]1CC(CC(=O)NCC23CC4CC(CC(C4)C2)C3)C(=O)N2CCc3c([nH]c4ccccc34)[C@]12C (stereo partly drawn),0.0,9,99
CC(=O)c1ccc(NC(=O)COC(=O)Cc2ccsc2)cc1,-0.1,3,97
CC1CCCC(NC(=O)CSc2n[nH]c(=O)n2Cc2ccccc2)C1C (stereo not drawn),0.1,5,102
N#CC1(NC(=O)CSc2nc3ccccc3o2)CCCCC1,-0.1,4,77

Compound,Efflux pump mplx,GLD-1 RNA inh,CR mimetic SO
COc1ccc2oc(C(=O)N3CCN(S(=O)(=O)c4ccc(F)cc4)CC3)c(C)c2c1,-0.1,1,117
COc1ccc(-c2sc3ccccc3c2/C=C/c2ccncc2)cc1,0.0,6,94
COc1cc(C(=O)NNC(=O)c2nn(C)c(=O)c3ccccc23)cc(OC)c1OC,0.0,-2,87
O=C(CCc1ccccc1)Nc1cc2c(cc1C(=O)O)OCCCO2,0.0,2,140
CC(C)CN(C(=O)CSc1nc2ccccc2c(=O)[nH]1)c1c(N)n(CC(C)C)c(=O)[nH]c1=O,0.1,6,99
O=C(C[C@H]1C/C=C\CC[C@@H](Cc2ccc(F)cc2)C(=O)OCCNC1=O)NCCO,-0.3,6,92
CCC1CCCCN1C(=O)c1cc(S(=O)(=O)N2CCOCC2)ccc1C (stereo not drawn),0.0,3,71
O=C(COC(=O)c1ccccc1OCc1ccc(Cl)cc1)NCC1CCCO1 (stereo not drawn),0.2,4,116
CCCCN(C(=O)COC(=O)c1ccccc1)c1c(N)n(CCC)c(=O)[nH]c1=O,-0.2,-2,108
CCS(=O)(=O)c1ccc(O)c(NC(=O)c2ccc(S(=O)(=O)N3CCCCCC3)cc2)c1,-0.2,3,96
O=C1CC2(CCCC2)C(=O)N1CN1CCN(S(=O)(=O)c2ccc(F)cc2F)CC1,0.3,-1,109
Cn1nnnc1SCC(=O)Nc1sccc1C(N)=O,-0.1,0,90

A portion of the library; rates above refer to the full screens.
